Assay outcomes as filed in PubChem BioAssay.
AmpC no deterg: qHTS Inhibitors of AmpC Beta-Lactamase (assay without detergent); P00811; AID 485341, 2010; 0.52% of 330,000 active; AmpC nitrocefin hydrolysis, absorbance 480 nm, 0.0001% Triton; Potency, µM (titrated, usually from 57.1 µM), inactives show at the top dose activity change, negative = inhibition, most hits filed as inhibitors;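 also: potency is read from the fitted curve at half-maximal effect; plate controls were no compound for no effect and no enzyme for full effect; nearly all actives have a fitted effect of over 20% in size; some results filed as inactive show a strong effect at the top dose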
Target sequence (P00811 whole entry, looked up): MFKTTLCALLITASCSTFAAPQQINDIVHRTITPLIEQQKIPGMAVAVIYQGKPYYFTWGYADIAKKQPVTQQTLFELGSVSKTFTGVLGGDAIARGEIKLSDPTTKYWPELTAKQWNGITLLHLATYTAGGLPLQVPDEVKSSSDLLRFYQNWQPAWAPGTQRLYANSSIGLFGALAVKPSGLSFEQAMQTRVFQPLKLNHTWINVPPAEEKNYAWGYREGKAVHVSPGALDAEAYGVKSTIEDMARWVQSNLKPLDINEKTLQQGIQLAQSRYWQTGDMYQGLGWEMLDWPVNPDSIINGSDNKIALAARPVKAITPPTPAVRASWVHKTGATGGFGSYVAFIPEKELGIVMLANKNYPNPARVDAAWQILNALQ
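20 mM phosphate pH 7.0 + 0.01% (detergent screen) or 0.0001% Triton X-100; 5.3 nM AmpC reagent; cpd preinc 15 min RT; nitrocefin (800 uM stock) to start; A480 q20 s × 4 min; Activity was normalised to no-enzyme and no-compound control wells.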
Sm TGR inh: qHTS Assay for the Inhibitors of Schistosoma Mansoni Peroxiredoxins; purified TGR, DTNB reduction, TNB absorbance 405 nm; Potency, µM (doses to about 114 µM), for inactives: at the highest dose activity change, negative = inhibition, usual class: inhibitors; AID 485364, 2010; Schistosoma mansoni thioredoxin glutathione reductase (TGR), Q962Y6; 3% of 360,000 active; also: potency is read from the fitted curve at half-maximal effect; nearly all actives have a fitted effect of over 60% in size
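First, TGR (20 nM dispensed) and NADPH were mixed with compound. Second, a 15 min room-temperature incubation followed. Third, further NADPH and then DTNB were added to start the reaction. Finally, TNB absorbance was monitored kinetically.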
AMA1 RON2 block: qHTS for Inhibitors of AMA1-RON; Towards Development of Antimalarial Drug Lead: Primary Screen | 0.2% of 360,000 active | Potency, µM (doses to about 58.2 µM), inactives show at the highest dose activity change, negative = inhibition, hits mostly inhibitors | AlphaScreen AMA1-biotinylated RON2 peptide binding | AID 720542, 2013;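 also: potency is read from the fitted curve at half-maximal effect; 0% = vehicle wells and -100% = peptide control; nearly all actives have a fitted effect of over 45% in size; some results filed as inactive show a strong effect at the top dose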
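AMA1 (3D7) with his tag at 25 nM final met compounds first, then biotinylated RON2 peptide at 25 nM; detection used donor plus acceptor beads, 10 µg/mL apiece, read by AlphaScreen after 30 min at room temperature.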
AmpC detergent: qHTS Inhibitors of AmpC Beta-Lactamase (assay with detergent) | P00811 | AmpC hydrolysis of nitrocefin, absorbance 480 nm, 0.01% Triton | Potency, µM (titrated, usually from 114 µM), for inactives: top-dose activity change, negative = inhibition, most hits filed as inhibitors | 0.041% of 370,000 active | AID 485294, 2010;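 also: potency is read from the fitted curve at half-maximal effect; 0% = no-compound wells and -100% = no-enzyme wells; nearly all actives have a fitted effect of over 25% in size; some results filed as inactive show a strong effect at the top dose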
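AmpC (5.3 nM in the dispensed reagent) in 20 mM phosphate pH 7.0 with 0.01% (detergent screen) or 0.0001% Triton X-100 was preincubated with compounds for 15 min at room temperature. Nitrocefin was then added from an 800 uM solution, and hydrolysis was followed at 480 nm.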
HCMV antiviral: qHTS Assay for inhibitors of the human cytomegalovirus (HCMV); HFF cells, HCMV-luciferase reporter, 72 h; stronger effect = lower value; AID 1259415, 2018; activity change, negative = inhibition, % at 57.5 µM; 4.5% of 410,000 active; in the data active = activity change below about -60%; inconclusive = no clear call, values can overlap the other calls; inactive = above about -39%
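Luciferase read-out from HCMV-luciferase-infected HFFs (MOI 1 PFU/cell) 72 h post infection at 37C; compounds added after 16 h cell attachment; activity normalized between buffer-only basal and Salinomycin (10uM) inhibitor controls.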
Giardia FBPA inh: qHTS Assay for Inhibitors of Fructose-1,6-bisphosphate Aldolase from Giardia Lamblia | A8B2U2 | purified Giardia FBPA | Potency, µM (highest dose often 59.6 µM), without a hit: at the highest dose activity, negative = inhibition, actives largely listed as inhibitors | 0.71% of 290,000 active; also: potency is read from the fitted curve at half-maximal effect; nearly all actives have a fitted effect of over 55% in size
Target sequence (A8B2U2 whole entry, looked up): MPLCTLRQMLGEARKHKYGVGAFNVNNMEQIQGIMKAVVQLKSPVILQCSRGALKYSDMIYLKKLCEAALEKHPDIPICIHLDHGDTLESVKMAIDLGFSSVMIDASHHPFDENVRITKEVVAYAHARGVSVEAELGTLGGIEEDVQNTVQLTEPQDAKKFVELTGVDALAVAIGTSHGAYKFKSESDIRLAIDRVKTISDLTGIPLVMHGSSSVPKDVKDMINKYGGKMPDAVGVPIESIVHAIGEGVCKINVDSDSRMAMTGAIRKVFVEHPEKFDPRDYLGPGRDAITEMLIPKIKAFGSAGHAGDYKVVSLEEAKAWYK
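40 nM FBPA preincubated 10 min at RT with compound (up to 57.5 uM final), then substrate plus GAPDH/TPI/NAD/arsenate coupling and diaphorase/resazurin added. Fluorescence read after 20 min at RT, 525/598 nm.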
Active calls of the source: *; u = inconclusive; x = not tested or not shown; & = joins results of further samples; [ ] = another dose, or the depositor's remark. Unless noted, calls follow the shape of the dose curve; as a rule, active = well fitted curve in the direction sought with a large enough effect; inconclusive = small, poorly fitted or top-dose-only effect, or another doubt; inactive = no such curve, though single readings can be large; an effect the other way counts as inactive or inconclusive. Unless noted, % is scaled to controls: 0 for no effect and ±100 for the full control effect.

Each structure is followed by: HCMV antiviral	AmpC detergent	AmpC no deterg	Sm TGR inh	AMA1 RON2 block	Giardia FBPA inh
> COC(=O)c1ccc(NC(=O)Nc2ccc([N+](=O)[O-])cc2)cc1
  -23	u	-33%	1%	-3%	-2%
> CC1(C)Cc2ccccc2C(C(Cc2ccccc2)C(N)=O)=N1 (centres undefined)
  14	5%	0%	2%	7%	-3%
> CCC(=O)N1CCN(c2ccc(Cl)cc2NC(=O)c2ccc3c(c2)OCCO3)CC1
  -61*	-14%	x	5%	22%	-3%
> CC(C)(C)c1ccc(CSc2ccc(S(=O)(=O)N3CCOCC3)cn2)cc1
  u	u	45%	-6%	-5%	x
> O/N=C/c1cccc[n+]1CCCCCC[n+]1ccccc1/C=N/O
  25	-9%	-7%	0%	18%	-7%
> O=C(NCCc1ccccc1)C(=O)NCC1OCCN1S(=O)(=O)c1ccc(F)cc1 (centres undefined)
  14	-9%	-22%	-9%	3%	6%
> Cc1ccc(NC(=O)c2cc3c(-c4ccccc4)nn(-c4ccccc4)c3s2)cc1
  -6	-15%	x	-2%	x	x
> CCOc1ccccc1NC(=O)C1CCC(=O)N1S(=O)(=O)c1ccc(C)cc1 (centres undefined)
  -18	-10%	9%	-20%	-9%	x
> C=CCNC(=O)C1CC(=O)N(c2ccc(OCC(=O)Nc3ccc(CC)cc3)cc2)C1 (centres undefined)
  6	2%	-8%	-15%	-4%	x
> COc1ccc(C(=O)Oc2cc(C)[nH]c(=O)c2[N+](=O)[O-])cc1
  u	u	-11%	-5%	5%	6%
> COc1cccc(NC(=O)Cn2c(=O)n(Cc3ccco3)c(=O)c3cc(OC)c(OC)cc32)c1
  -20	-1%	x	-10%	x	x
> Cc1[nH]c2ccccc2c1-c1nc2ccccc2[nH]c1=O
  26	-3%	-16%	0%	4%	5%
> Cn1ncc(Cl)c1C(=O)NC1C2CC3CC(C2)CC1C3 (centres undefined)
  -36	-6%	14%	x	-2%	2%
> O=C(COC(=O)Cc1ccccc1)Nc1ccc(Cl)cn1
  39	-10%	-37%	-2%	4%	-1%
> CCOC(=O)c1sc2ccccc2c1S(=O)(=O)NCc1ccccc1OC
  -5	4%	x	-1%	x	x
> COc1cc(NC(=S)N2CCC(C(N)=O)CC2)cc(OC)c1
  -27	1%	-10%	-3%	18%	-21%
> C/C=C/c1ccc(OCCCCn2cncn2)c(OC)c1
  12	-1%	47%	0%	u	-24%
> COc1ccc2c(c1)-c1ccccc1S(=O)(=O)N2C(C)=O
  4	-3%	-13%	-19%	53%[activator]	7%
> CCN1CCN(Cc2ccc(NC(=O)Nc3ccccc3OC)cc2)CC1
  33	u	-15%	-2%	8%	5%
> COc1cccc(NC(=O)C2CCN(Cc3cnn(-c4ccccc4)c3-n3cccc3)CC2)c1
  -19	u	59%	3%	-15%	-5%
> O=C(NCCN1CCCC(O)C1)c1cc(COc2c(F)cccc2F)on1 (centres undefined)
  0	u	3%	-8%	10%	5%
> Cc1cccc(C)c1-n1c(SCC(=O)NCc2ccco2)nc2ccccc2c1=O
  -17	0%	-28%	-5%	15%	-25%
> COC(=O)c1nc2n(n1)C(c1ccc([N+](=O)[O-])cc1)C(C(=O)Nc1ccc(Cl)cc1)=C(C)N2 (centres undefined)
  5	u	-1%	-2%	-5%	1%
> CC(C)OP(=O)(OC(C)C)C(NC(=O)c1ccccc1Br)C(N)=O (centres undefined)
  -8	6%	0%	29%	4%	6%
> CCN(CC)CCC(c1ccc(N(C)C)cc1)c1c(OC)cc(OC)c2ccc(=O)oc12 (centres undefined)
  2	-1%	82%[activator]	-19%	u	-17%
> C=CCNC(=S)Nc1cc(C)ccn1
  -83*	3%	-12%	-7%	-17%	-9%
> CCN(CC)CCCNC(=S)N(Cc1ccco1)Cc1cc2cc3c(cc2[nH]c1=O)OCCO3
  9	-11%	26%	-20%	x	-11%
> Cc1occc1-c1nnc(SCC(=O)Nc2nc(C(C)(C)C)cs2)o1
  -69*	-1%	-28%	-17%	20%	1%
> O=C(NCc1ccncc1)C(=O)NCC1OCCN1S(=O)(=O)c1ccc(Cl)cc1 (centres undefined)
  -2	1%	-1%	0%	-6%	x
> COc1ccc(N2CCN(C(=O)c3ccc(NC(=O)C4=CSCCO4)cc3)CC2)cc1
  x	1%	101%[activator]	0%	-4%	-3%
> Cc1ccc2cccc(S(=O)(=O)N3CCCc4ccccc43)c2n1
  -65*	-3%	-35%	x	-4%	u
> Cc1ccc(C)c(NC(=O)CSc2ccc(-c3ccco3)nn2)c1
  -12	2%	-17%	13µM*	-15%	-5%
> CC(C)c1ccc(NS(=O)(=O)c2ccc3[nH]cc(C(=O)NC4CCCCC4)c(=O)c3c2)cc1
  27	-6%	x	-1%	x	x
> CC1Cc2ccccc2N1C(=O)COC(=O)c1ccc([N+](=O)[O-])o1 (centres undefined)
  4	x	-11%	x	-9%	x
> COc1ccc(-c2cc(C(F)(F)F)n3nc(C(=O)O)c(Cl)c3n2)cc1OC
  -26	1%	x	-3%	x	x
> COc1ccccc1NC(=S)NNC(=O)c1cc(C)n(C)n1
  -9	u	-3%	1%	148%[activator]	20%
> CCOc1ccc(-c2nnc3ccc(SCC(=O)Nc4nc5ccc(C)cc5s4)nn23)cc1
  1	u	0%	-1%	2%	2%
> CC(C)N1CCN(Cc2cccn2-c2nccs2)CC1CCO (centres undefined)
  5	0%	54%	-1%	15%	-11%
> O=C(Cn1ccc2ccccc2c1=O)Nc1ccc2c(c1)OCO2
  -19	-4%	-26%	3%	-11%	8%
> O=C(NCc1noc2ccccc12)N1CCN(c2ccccc2)CC1
  13	-5%	x	4%	x	x
> CCOC(=O)C1=C(C)NC(C)=C(C(=O)OCC)C1C(=O)OC1CCOC1=O (centres undefined)
  -5&19	3%	-2%	-8%	0%&-6%	6%
> NC(=O)CC(NC(=O)Cc1ccc(Br)cc1)c1ccc(NCCN2CCCC2)c([N+](=O)[O-])c1 (centres undefined)
  10	u	-4%	-17%	-5%	-1%
> CSc1ccc(COC(=O)CCS(=O)(=O)c2ccc(C)cc2)cc1
  9	u	-23%	1%	-20%	x
> Cc1[nH]c(-c2ccccn2)nc(=S)c1Cl
  -27	-5%	-4%	1%	53%[activator]	17%
> COc1ccc(S(=O)(=O)N2CCC(C(N)=O)CC2)cc1C(=O)N1CCCCCC1
  -2	3%	2%	0%	5%	5%
> CCN(Cc1ccncc1)S(=O)(=O)c1ccc(C(C)=O)cc1
  u	-14%	18%	0%	-12%	-6%
> COc1ccc(C(=O)N2CCCCC2CCN2CCCCC2)cc1 (centres undefined)
  36	19%	x	6%	x	x
> COc1ccc2ccccc2c1CNC(=O)CC1C(=O)NCCN1CC(C)C (centres undefined)
  -21	-3%	73%[activator]	-19%	6%	-23%
> CSc1ccc(CCNC(=O)CCc2c(C)nc3c4cccnc4nn3c2C)cc1
  -30	11%	x	-2%	x	x
> CSc1ccccc1C(=O)Nc1nc2ccccc2c(=O)[nH]1
  -15	13%	-28%	7%	7%	-9%
> COc1ccc(CC(=O)N2CC(=O)N(CCc3ccccc3)C(=O)C2)cc1
  29	-16%	16%	8%	1%	6%
> COC(=O)Cc1ccc(NC(=S)NCc2ccc(OC)cc2)cc1
  -6	-3%	-6%[2.29 µM]	-30%	-1%	0%
> CCCCN(C(=O)CSc1nnc(-c2ccccc2OC)n1C)c1c(N)n(Cc2ccccc2)c(=O)[nH]c1=O
  -12	-6%	140%[activator]	-5%	0%	-3%
> CC1=C(C(=O)Nc2ccccc2)C(c2ccc(C)o2)n2ncnc2N1 (centres undefined)
  -11	-2%	-11%	-19%[11.4 µM]	2%	-1%
> COc1ccc(Cn2c(=S)[nH]c3cc(C(=O)N4CCCCC4)ccc3c2=O)cc1
  23	-6%	-5%	-6%	6%	u
> Cn1cc(C(=O)N/N=C/c2ccc(Br)c([N+](=O)[O-])c2)c2ccccc21
  u	2%	-16%	-11%	-9%	1%
> Nc1c(C(=O)O)sc2nc(-c3ccc(F)cc3)cc(-c3ccccc3)c12
  -20	0%	-54%	-4%	17%	4%
> COc1cccc(Nc2nnc(SCC(=O)N(CC(C)C)CC(C)C)s2)c1
  17	4%	2%	3%	1%	-2%
> Cc1ccc(S(=O)(=O)N2CCCCC2CCNC(=O)C(=O)NCc2ccco2)cc1 (centres undefined)
  x	0%	7%	-3%	-8%	x
> CCCCC(=O)Oc1c(S(=O)(=O)c2ccc(C)cc2)c(C)nn1C(C)(C)C
  -2	0%	42%	-4%	-24%	6%

Additional compounds follow:
Each structure is followed by: HCMV antiviral	AmpC detergent	AmpC no deterg	Sm TGR inh	AMA1 RON2 block	Giardia FBPA inh
> CCOc1ccc(C(=O)Nc2nc3ccccc3[nH]2)cc1OCC
  -63*	u	-18%[11.4 µM]	-19%	69%[activator]	-28%
> COC(=O)c1ccc(C)c(NS(=O)(=O)c2cn(C)nc2C)c1
  81	-14%	-10%	-1%	20%	x
> COc1cccc(C(=O)N(Cc2cc3cc(C)ccc3[nH]c2=O)C(C)C)c1
  -32	-1%	34%	-4%	12%	-17%
> COc1ccc(C2CC(=O)c3c(C)nc(N4CCN(c5ccccc5)CC4)nc3C2)cc1 (centres undefined)
  -30	-11%	-18%	-4%	-19%	-2%
> CCOC(=O)C1(CCc2ccccc2)CCN(Cc2csc(C(C)=O)c2)CC1
  u	4%	94%[activator]	18%	-23%	-6%
> COc1cc(OC)c(NC(=O)C2=C(C)C(=O)OC23CCCCC3)cc1Cl
  u	-1%	x	-3%	x	x
> O=S1(=O)N(Cc2ccccc2)CCCN1Cc1cccc(Cl)c1
  -4	1%	x	-2%	x	x
> O=S(=O)(Cc1ccccc1)N1CCCCCC1
  u	-1%	1%	10%	0%	1%

An excerpt from above in order of molecular weight, ascending:
Each structure is followed by: HCMV antiviral	AmpC detergent	AmpC no deterg	Sm TGR inh	AMA1 RON2 block	Giardia FBPA inh
> CCN(Cc1ccncc1)S(=O)(=O)c1ccc(C(C)=O)cc1
  u	-14%	18%	0%	-12%	-6%
> O=C(Cn1ccc2ccccc2c1=O)Nc1ccc2c(c1)OCO2
  -19	-4%	-26%	3%	-11%	8%
> CCOC(=O)c1sc2ccccc2c1S(=O)(=O)NCc1ccccc1OC
  -5	4%	x	-1%	x	x
> COc1cccc(NC(=O)C2CCN(Cc3cnn(-c4ccccc4)c3-n3cccc3)CC2)c1
  -19	u	59%	3%	-15%	-5%
